PPARg SRC-1 ag = PPARgamma-driven SRC-1 recruitment agonism | PPARgamma-SRC-1 coactivator recruitment biochemical assay | activation, % at 8 µM | 0.41% of 200,000 active | AID 631; in the data active = activation above about 19%;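 also: 0% = DMSO and 100% = reference agonist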
Target sequence (P37231 whole entry, looked up): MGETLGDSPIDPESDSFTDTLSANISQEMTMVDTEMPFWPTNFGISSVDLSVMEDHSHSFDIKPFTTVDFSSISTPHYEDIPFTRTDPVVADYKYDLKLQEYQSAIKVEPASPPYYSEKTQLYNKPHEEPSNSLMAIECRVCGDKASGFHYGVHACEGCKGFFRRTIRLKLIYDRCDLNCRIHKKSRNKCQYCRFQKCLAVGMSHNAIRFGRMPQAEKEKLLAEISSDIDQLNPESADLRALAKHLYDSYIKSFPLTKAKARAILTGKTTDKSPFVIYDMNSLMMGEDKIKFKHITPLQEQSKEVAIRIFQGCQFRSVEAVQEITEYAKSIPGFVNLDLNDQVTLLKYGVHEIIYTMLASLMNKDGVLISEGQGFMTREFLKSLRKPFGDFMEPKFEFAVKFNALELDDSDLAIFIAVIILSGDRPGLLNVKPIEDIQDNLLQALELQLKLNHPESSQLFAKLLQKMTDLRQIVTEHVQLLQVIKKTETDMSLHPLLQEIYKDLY
Redox H2O2 prof = compounds producing H2O2 with reducing agent – biochemical, NIH compound library profiling, artefact control for MLSCN library redox annotation, primary screen. DTT-dependent redox cycling H2O2, phenol red/HRP absorbance; 100% = 100 µM peroxide control, 0% = buffer. activation, % at 10 µM. 0.03% of 200,000 active. AID 878;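 active = activation of at least 50% relative to the plate's high and low controls in the primary single-dose screen; inactive = activation below 50%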;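 also: compound incubated with DTT at 0.8 mM final as the reducing agent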
PPARg SRC2 recr = PPARgamma-driven SRC-2 recruitment agonism; P37231; AID 1032; 0.34% of 200,000 active; PPARgamma LBD-SRC-2 recruitment, biochemical; activation, % at 8 µM; in the data active = activation above about 22%;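 also: 0% = vehicle and 100% = reference agonist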
TR-FRET SRC-2 ct = counter-screen for PPARgamma SRC-2 recruitment agonists: TR-FRET artefact; active compounds read high; TR-FRET ratio at 8 µM; 0.4% of 200,000 active; in the data active = TR-FRET ratio above about 2000; also: inactives centre near 1500; reference of the scale not given here
HMGR II inh = inhibitors of class II HMG-CoA reductase from Enterococcus faecalis | 0.41% of 190,000 active | purified E. faecalis HMGR, NADPH absorbance 340 nm kinetic | inhibition, % at 10 µM;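 active = inhibition above a set limit, the median over all tested compounds plus 3 SD, cut at about 9.5% in these data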;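 also: enzyme runs in reverse so mevalonate oxidation gives rising NADPH absorbance; 0% = complete reaction with DMSO and 100% = background rate lacking mevalonate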
RAM inhibit = yeast RAM network inhibition. inhibition, % at 50 µM. S. cerevisiae dse1pr::URA3 reporter, 5-FOA growth OD615, 2 d; analog-sensitive cbk1-as2 kinase mutant strain. 1.8% of 190,000 active;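 active = inhibition above a set limit, 3 SD over mean compound inhibition, cut at about 8.4% in these data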;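 also: 0% = DMSO-only wells with no growth and 100% = 10 µM 1-NA-PP1 full growth; inhibition rescues growth on 5-FOA so higher OD means more RAM inhibition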
bIAP inhibitor = blocks bovine intestinal alkaline phosphatase activity; AID 1019; purified bovine IAP, CDP-star luminescence, 30 min; inhibition, % at 20 µM; 190,000 tested, under 10 active;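 active = over 50% inhibition of intestinal alkaline phosphatase at 20 µM in the single-dose screen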
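Assay system: bovine IAP enzyme; medium: DEA buffer 100 mM, pH 9.8, with MgCl2 1.0 mM, ZnCl2 0.02 mM; doses: 20 µM single dose; incubation: enzyme reaction for 30 min at room temperature; detection: CDP-star luminescence signal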
L major viab = inhibitors of Leishmania major promastigote growth. Leishmania major promastigotes, resazurin fluorescence viability. inhibition, % at 10 µM. 9% of 200,000 active. AID 1063; in the data active = inhibition above about 50%;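 also: promastigotes grown with compound for 44 hours at 28 °C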
S1P3 antagonist = blocks the human S1P3 receptor; Q99500; CHO S1P3 NFAT-BLA reporter, FRET fluorescence, antagonist mode; inhibition, % at 4.98 µM; 0.27% of 170,000 active;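 active = inhibition above the plate cutoff, the mean inhibition of test wells on that plate plus 3 SD, cut at about 28% in these data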;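 also: cells challenged with S1P at its EC80 of 0.8 µM; blue over green emission ratio from cleaved BLA substrate after 4 h stimulation; 0% = S1P-stimulated wells and 100% = unstimulated DMSO-only wells; some compounds past the cut are filed as inactive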
PPARg SRC3 recr = promotes SRC-3 coactivator recruitment by human PPARgamma | P37231 | biochemical PPARgamma/SRC-3 coactivator recruitment assay | activation, % at 8 µM | 0.26% of 200,000 active; in the data active = activation above about 23%;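 also: 0% = DMSO and 100% = reference agonist; some compounds past the cut are filed as inactive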
ROMK primary = human ROMK K+ channel modulation, primary screen | P48048 | Tet-inducible ROMK, thallium flux fluorescence; actives lie on both sides | B-score at 10 µM | 2% of 130,000 active | AID 1918;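 active = signal ratio slope over the read window, or its plate-corrected B-score, at least 3 SD from the plate mean, either direction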;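 also: B-score of the F/F0 ratio slope over 7 to 12 s after thallium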
Target sequence (P48048 whole entry, looked up): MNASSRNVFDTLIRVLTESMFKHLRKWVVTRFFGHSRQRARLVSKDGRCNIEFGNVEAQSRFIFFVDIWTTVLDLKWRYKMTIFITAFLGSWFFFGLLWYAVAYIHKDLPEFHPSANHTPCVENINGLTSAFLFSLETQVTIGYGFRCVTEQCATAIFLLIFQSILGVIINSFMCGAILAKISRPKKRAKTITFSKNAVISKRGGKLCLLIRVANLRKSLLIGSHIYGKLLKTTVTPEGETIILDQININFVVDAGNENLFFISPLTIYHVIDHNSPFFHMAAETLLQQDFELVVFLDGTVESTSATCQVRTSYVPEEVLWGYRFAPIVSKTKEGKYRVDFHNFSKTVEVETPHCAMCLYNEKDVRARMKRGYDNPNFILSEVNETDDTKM
Active calls of the source: *.

N#Cc1nc(COc2cccc(Cl)c2)oc1N1CCN(c2ccccc2)CC1 was read as PPARg SRC-1 ag 2, Redox H2O2 prof 4.7, PPARg SRC2 recr 3, TR-FRET SRC-2 ct 1364, HMGR II inh -5, RAM inhibit 16*, bIAP inhibitor 42, L major viab -4, S1P3 antagonist -6, PPARg SRC3 recr -14 and ROMK primary -0.93.
Screening O=C(C1=C[C@H](c2csc3ccccc23)C[C@H](OCCCCO)O1)N1CCN(Cc2ccc3c(c2)OCO3)CC1 returned PPARg SRC-1 ag 8, Redox H2O2 prof -0.8, PPARg SRC2 recr 5, TR-FRET SRC-2 ct 1553, HMGR II inh 1, RAM inhibit -0.2, bIAP inhibitor -4, L major viab 31, S1P3 antagonist -4 and PPARg SRC3 recr 1.
Screening COCCCn1nnnc1SCC(=O)N1CCCC1 returned PPARg SRC-1 ag -3, Redox H2O2 prof 0.3, PPARg SRC2 recr 3, TR-FRET SRC-2 ct 1510, HMGR II inh -6, RAM inhibit 0.0, bIAP inhibitor 1, L major viab -2 and PPARg SRC3 recr -8.
Screening NC(=S)N/N=C1\CC(n2nnn(-c3cccc(Cl)c3)c2=S)C2COC1O2 (stereo not drawn) returned PPARg SRC-1 ag 13, Redox H2O2 prof -1.6, PPARg SRC2 recr 2, TR-FRET SRC-2 ct 1672, HMGR II inh -3, RAM inhibit 0.1, bIAP inhibitor -11, L major viab 6, S1P3 antagonist -6, PPARg SRC3 recr 2 and ROMK primary -0.34.
Screening O=C(Nc1ccccc1Cc1ccccc1)C1CC(=O)N(c2ccc3c(c2)OCCO3)C1 (stereo not drawn) returned PPARg SRC-1 ag -6, Redox H2O2 prof 0.6, PPARg SRC2 recr -4, TR-FRET SRC-2 ct 1388, HMGR II inh -2, RAM inhibit 1.2, bIAP inhibitor -29, L major viab 4, PPARg SRC3 recr -14 and ROMK primary -1.2.
C=CCSc1n[nH]c(-c2ccc(OCCCC)cc2)n1 was read as PPARg SRC-1 ag 8, Redox H2O2 prof 2.0, PPARg SRC2 recr -3, TR-FRET SRC-2 ct 1343, HMGR II inh -3, RAM inhibit -0.9, bIAP inhibitor 11, L major viab 7, S1P3 antagonist 21 and PPARg SRC3 recr -12.
For Cc1cccc2cc(C#N)c(SCC(=O)NCc3cccs3)nc12 the results were PPARg SRC-1 ag -5, Redox H2O2 prof 0.8, PPARg SRC2 recr -5, TR-FRET SRC-2 ct 1582, HMGR II inh -4, RAM inhibit 2.2, bIAP inhibitor 3, L major viab 28, S1P3 antagonist -1, PPARg SRC3 recr -5 and ROMK primary 0.35.
`Cc1ccc(NC(=O)NC2(C(=O)NCc3ccco3)CCCCC2)cc1` gave PPARg SRC-1 ag 5, Redox H2O2 prof -0.5, PPARg SRC2 recr 6, TR-FRET SRC-2 ct 1836, HMGR II inh 0, RAM inhibit 3.0, bIAP inhibitor -3, L major viab 5, S1P3 antagonist 19, PPARg SRC3 recr 13 and ROMK primary 0.34.
Screening CCC(=O)NC(C)C(c1cccs1)N1CCOCC1 (stereo not drawn) returned PPARg SRC-1 ag 9, Redox H2O2 prof -1.9, PPARg SRC2 recr 11, TR-FRET SRC-2 ct 1663, L major viab -4, S1P3 antagonist -9 and PPARg SRC3 recr 2.
For COc1ccc(CCNC(=O)c2ccc(CNS(=O)(=O)c3cc(C)ccc3C)cc2)cc1OC the results were PPARg SRC-1 ag -3, Redox H2O2 prof 0.2, PPARg SRC2 recr -6, TR-FRET SRC-2 ct 1432, HMGR II inh -2, RAM inhibit 4.3, bIAP inhibitor -26, L major viab 7, PPARg SRC3 recr -8 and ROMK primary 0.33.
Screening C/C(=N\NC(=O)c1cccc(F)c1)c1cccc(NC(=O)c2ccc(F)cc2)c1 returned PPARg SRC-1 ag 5, Redox H2O2 prof -1.9, PPARg SRC2 recr 1, TR-FRET SRC-2 ct 1536, HMGR II inh 3, RAM inhibit 0.0, bIAP inhibitor 4, L major viab -8, S1P3 antagonist -3 and PPARg SRC3 recr -1.
For COc1cc2ccccc2cc1C(=O)NC(=S)Nc1cccc(C(=O)O)c1 the results were PPARg SRC-1 ag 9, Redox H2O2 prof -3.1, PPARg SRC2 recr 8, TR-FRET SRC-2 ct 1553, HMGR II inh -1, RAM inhibit 8.9*, bIAP inhibitor -5, L major viab -4, S1P3 antagonist -26, PPARg SRC3 recr -1 and ROMK primary 0.95.
`CCO[C@H]1OC(C(=O)Nc2ccccc2)=C[C@@H](c2coc3ccccc3c2=O)[C@@H]1CCCO` gave PPARg SRC-1 ag 2, Redox H2O2 prof 4.3, PPARg SRC2 recr -3, TR-FRET SRC-2 ct 1346, HMGR II inh 0, RAM inhibit 0.0, bIAP inhibitor -16, L major viab 5, S1P3 antagonist 0 and PPARg SRC3 recr -5.
For O=C(CCc1nnc(CCC2CCCCC2)o1)NCCc1cccnc1 the results were PPARg SRC-1 ag -5, Redox H2O2 prof 0.9, PPARg SRC2 recr 5, TR-FRET SRC-2 ct 1356, HMGR II inh -2, RAM inhibit 0.5, bIAP inhibitor -2, L major viab -5, S1P3 antagonist 5, PPARg SRC3 recr 1 and ROMK primary 0.24.
For Cc1c(C(=O)Nc2ccc(F)cc2)oc2ccc(S(=O)(=O)N3CCCC3)cc12 the results were PPARg SRC-1 ag 5, Redox H2O2 prof -0.4, PPARg SRC2 recr 4, TR-FRET SRC-2 ct 1631, HMGR II inh -2, RAM inhibit 3.1, bIAP inhibitor 7, L major viab -1, S1P3 antagonist -10, PPARg SRC3 recr 4 and ROMK primary -1.2.
Screening Cc1ccc2cc(C(c3nnnn3Cc3ccccc3)N3CCc4ccccc43)c(=O)[nH]c2c1C (stereo not drawn) returned PPARg SRC-1 ag 2, Redox H2O2 prof 0.6, PPARg SRC2 recr 12, TR-FRET SRC-2 ct 1694, HMGR II inh -1, RAM inhibit 0.5, bIAP inhibitor 17, L major viab 44, PPARg SRC3 recr 7 and ROMK primary 0.14.
For CCn1c(=N)n(CC(=O)C(C)(C)C)c2ccccc21 the results were PPARg SRC-1 ag -4, Redox H2O2 prof 0.5, PPARg SRC2 recr 3, TR-FRET SRC-2 ct 1452, HMGR II inh 0, RAM inhibit 1.4, bIAP inhibitor 8, L major viab 27, PPARg SRC3 recr -9 and ROMK primary -0.96.
`N#CCCn1cc(CNCc2ccccc2)c(-c2cccc([N+](=O)[O-])c2)n1` gave PPARg SRC-1 ag 6, Redox H2O2 prof 0.2, PPARg SRC2 recr 2, TR-FRET SRC-2 ct 1453, HMGR II inh -2, RAM inhibit 0.5, bIAP inhibitor -7, L major viab 4, S1P3 antagonist -19, PPARg SRC3 recr 4 and ROMK primary -0.036.
`COC(=O)c1oc2c(c1C)C1(CCC2)SCCS1` gave PPARg SRC-1 ag 4, Redox H2O2 prof -0.7, PPARg SRC2 recr 17, TR-FRET SRC-2 ct 1501, HMGR II inh -14, RAM inhibit 0.8, bIAP inhibitor 12, L major viab 7, S1P3 antagonist 22, PPARg SRC3 recr 16 and ROMK primary -0.32.
`COc1ccccc1NC(=O)c1ccc(CS(=O)(=O)c2ccc(C)cc2)cc1` gave PPARg SRC-1 ag 3, Redox H2O2 prof 1.0, PPARg SRC2 recr 8, TR-FRET SRC-2 ct 1782, HMGR II inh 1, RAM inhibit 2.9, bIAP inhibitor 3, L major viab 1, S1P3 antagonist 10, PPARg SRC3 recr 4 and ROMK primary -0.37.
N#CCCn1cc(/C=N/O)c(-c2ccc(Cl)cc2)n1 was read as PPARg SRC-1 ag -10, Redox H2O2 prof -0.1, PPARg SRC2 recr -6, TR-FRET SRC-2 ct 1410, HMGR II inh 2, RAM inhibit 0.3, bIAP inhibitor 2, L major viab 7 and PPARg SRC3 recr -4.
`CC(/C=C/c1ccccc1)NC(N)=O` (stereo not drawn) gave PPARg SRC-1 ag -4, Redox H2O2 prof 0.1, PPARg SRC2 recr 1, TR-FRET SRC-2 ct 1779, HMGR II inh 0, RAM inhibit 0.6, bIAP inhibitor 6, L major viab -2, S1P3 antagonist 0 and PPARg SRC3 recr 13.
Screening CC(=O)Nc1ccc(/C=N/N2C(=O)NC(C)(c3ccc(OC(F)F)cc3)C2=O)cc1 (stereo not drawn) returned PPARg SRC-1 ag 4, Redox H2O2 prof -2.0, PPARg SRC2 recr -5, TR-FRET SRC-2 ct 1542, HMGR II inh 0, RAM inhibit -1.1, bIAP inhibitor 13, L major viab 8, S1P3 antagonist -1, PPARg SRC3 recr 4 and ROMK primary 0.49.
Screening CCC(=O)NCCn1ccc2ccccc21 returned PPARg SRC-1 ag 2, Redox H2O2 prof -0.2, PPARg SRC2 recr 5, TR-FRET SRC-2 ct 1658, HMGR II inh -4, RAM inhibit 1.0, bIAP inhibitor 16, L major viab -2 and PPARg SRC3 recr -3.
`C(=N\Nc1ccccn1)/c1ccc(N2CCOCC2)cc1` gave PPARg SRC-1 ag 7, Redox H2O2 prof -0.2, PPARg SRC2 recr 2, TR-FRET SRC-2 ct 1718, HMGR II inh -3, RAM inhibit 0.4, bIAP inhibitor 2, L major viab 1, S1P3 antagonist 2, PPARg SRC3 recr 2 and ROMK primary -1.
O=C(Cn1c(=O)n(Cc2ccc3c(c2)OCO3)c(=O)c2ccccc21)N1CCCc2ccccc21 was read as PPARg SRC-1 ag 9, Redox H2O2 prof 0.3, PPARg SRC2 recr 10, TR-FRET SRC-2 ct 1565, HMGR II inh 0, RAM inhibit 4.1, bIAP inhibitor 10, L major viab 24, S1P3 antagonist 11, PPARg SRC3 recr -8 and ROMK primary -1.
`O=C(c1cc([N+](=O)[O-])ccc1Cl)N1CCN(c2ccccc2)CC1` gave PPARg SRC-1 ag 1, Redox H2O2 prof -0.4, PPARg SRC2 recr -2, TR-FRET SRC-2 ct 1564, HMGR II inh -1, RAM inhibit 1.0, bIAP inhibitor -42, L major viab 19, S1P3 antagonist 9 and PPARg SRC3 recr 1.
For CCCC(=O)Nc1ccc(C(=O)N/N=C2\CC(=O)CC(C)(C)C2)cc1 the results were PPARg SRC-1 ag 4, Redox H2O2 prof 0.6, PPARg SRC2 recr 3, TR-FRET SRC-2 ct 1471, HMGR II inh 3, RAM inhibit 1.5, bIAP inhibitor -6, L major viab -6, PPARg SRC3 recr -6 and ROMK primary -0.7.
For O=C1COc2ccc(-c3csc(NCCc4ccccc4)n3)cc2N1 the results were PPARg SRC-1 ag 14, Redox H2O2 prof 0.8, PPARg SRC2 recr 0, TR-FRET SRC-2 ct 1285, HMGR II inh -2, RAM inhibit 2.3, bIAP inhibitor -14, L major viab 22, S1P3 antagonist -4, PPARg SRC3 recr 13 and ROMK primary 0.54.
Screening CN1/C(=C\C(=O)c2cccs2)Sc2ccccc21 returned PPARg SRC-1 ag 7, Redox H2O2 prof 0.8, PPARg SRC2 recr 5, TR-FRET SRC-2 ct 1704, HMGR II inh -4, RAM inhibit 2.5, bIAP inhibitor 16, L major viab 15, S1P3 antagonist -13, PPARg SRC3 recr 4 and ROMK primary -0.1.

This is a random part of the collection; any-hit rate near 13%.
